CHRM1 PAM: potentiates human M1 receptor response to acetylcholine | 360,000 tested, 0.088% active | activation, % at 3 µM | CHO-K1 hM1, Fluo-8 calcium fluorescence, ACh EC20; 0% = ACh EC20, 100% = maximal ACh | P11229; in the data active means activation above about 19%, passing the limit was not always enough
M5 ag: agonists of human muscarinic M5 receptor (CHRM5); CHO-K1 hM5 cells, Fluo-8 calcium fluorescence; 0% DMSO wells, 100% maximal acetylcholine response; activation, % at 3 µM; 360,000 tested, 0.19% active; AID 624037;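 active means activation above the run's mean over test compounds plus 3 SD, cut at about 23% in these data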;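 further: signal is peak over basal fluorescence ratio across the kinetic read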
M4 ag: CHRM4 agonism in calcium assay | CHO-K1 hM4/Gqi5, Fluo-8 calcium fluorescence; vehicle 0%, full acetylcholine response 100% | 360,000 tested, 0.14% active | AID 624127 | P08173 | activation, % at 3 µM;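 active means activation above the run mean over all test wells plus 3 SD, cut at about 32% in these data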;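 further: peak over basal fluorescence ratio per well then scaled between controls; 0% = DMSO wells and 100% = acetylcholine at EC100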
Target sequence (P08173 whole entry, looked up): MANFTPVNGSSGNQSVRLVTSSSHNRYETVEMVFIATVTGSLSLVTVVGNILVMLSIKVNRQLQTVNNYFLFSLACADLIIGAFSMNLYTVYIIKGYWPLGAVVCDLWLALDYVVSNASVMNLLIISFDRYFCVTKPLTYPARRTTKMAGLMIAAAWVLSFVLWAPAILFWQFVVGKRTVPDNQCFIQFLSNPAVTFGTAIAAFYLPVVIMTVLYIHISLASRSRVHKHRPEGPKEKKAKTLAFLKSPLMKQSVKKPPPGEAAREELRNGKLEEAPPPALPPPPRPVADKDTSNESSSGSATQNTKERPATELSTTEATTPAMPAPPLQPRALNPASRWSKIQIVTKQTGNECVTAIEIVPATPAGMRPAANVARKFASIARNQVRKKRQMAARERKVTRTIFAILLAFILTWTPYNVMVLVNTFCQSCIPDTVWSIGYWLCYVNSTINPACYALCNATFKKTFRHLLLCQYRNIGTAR
CHRM4 antagonist: blocks acetylcholine activation of human M4 receptor; CHO-hM4 cells, ACh EC80, Fluo-8 calcium fluorescence; 360,000 tested, 0.73% active; inhibition, % at 3 µM; AID 624125;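 active means inhibition above its plate's cutoff, the mean inhibition of sample wells plus 3 SD, cut at about 27% in these data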;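 further: 0% = acetylcholine EC80 with DMSO and 100% = DMSO without agonist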
M5 PAM: positive allosteric modulators of human muscarinic M5 receptor | P08912 | CHO-K1 hM5, Fluo-8 calcium, ACh EC20 PAM; 0% = ACh EC20, 100% = ACh EC100 | activation, % at 3 µM | 360,000 tested, 0.3% active;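 active means activation above the run cutoff, the mean activation of all test compounds plus 3 SD, cut at about 18% in these data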
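system = human M5 receptor in CHO-K1 cells | reagent = EC20 acetylcholine as agonist stimulus | compound dosing = single-point, 3 µM nominal | incubation = Fluo-8 loading 80 min at 37 °C plus 30 min room temperature | detection = Fluo-8 calcium dye fluorescence, kinetic read | benchmarks = low control EC20 acetylcholine (0%), high control EC100 acetylcholine (100%)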
M1 antag: blocks human M1 muscarinic receptor | CHO-K1 hM1, Fluo-8 calcium fluorescence, ACh EC80 antagonist | inhibition, % at 3 µM | AID 588852 | P11229 | 360,000 tested, 1.3% active;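 active means percent inhibition above its own plate's cutoff, namely the mean of that plate's compound wells plus 3 SD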;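 further: peak over basal fluorescence ratio during 140 s after agonist addition; 0% = ACh EC80 plus DMSO and 100% = DMSO alone without agonist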
M1 ag: activates human CHRM1 receptor; P11229; CHO-K1 hM1, Fluo-8 calcium fluorescence, agonist mode; 0% DMSO, 100% acetylcholine EC100; activation, % at 3 µM; 360,000 tested, 0.33% active; AID 588814;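 active means activation above the run's mean compound activation plus 3 SD, cut at about 16% in these data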;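 further: peak over basal fluorescence ratio within a 140 s kinetic read after compound addition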
CHRM5 antagonist: CHRM5 antagonism in calcium assay; 360,000 tested, 0.59% active; AID 624040; CHO-hM5 cells, Fluo-8 calcium fluorescence, ACh EC80; inhibition, % at 3 µM;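 active means inhibition above a per-plate cutoff, the mean of that plate's test compounds plus 3 SD, cut at about 27% in these data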;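 further: 0% = acetylcholine EC80 with DMSO and 100% = DMSO without agonist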
TAAR1 agonist: agonists of human TAAR1; activation, % at 3 µM; CHO RD-HGA16 TAAR1, Fluo-8 calcium fluorescence; vehicle wells 0%, saturating PEA agonist 100%; Q96RJ0; AID 624467; 360,000 tested, 0.99% active;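 active means activation above the mean activation of all test compounds in the run plus 3 SD, cut at about 38% in these data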
Target sequence (Q96RJ0 whole entry, looked up): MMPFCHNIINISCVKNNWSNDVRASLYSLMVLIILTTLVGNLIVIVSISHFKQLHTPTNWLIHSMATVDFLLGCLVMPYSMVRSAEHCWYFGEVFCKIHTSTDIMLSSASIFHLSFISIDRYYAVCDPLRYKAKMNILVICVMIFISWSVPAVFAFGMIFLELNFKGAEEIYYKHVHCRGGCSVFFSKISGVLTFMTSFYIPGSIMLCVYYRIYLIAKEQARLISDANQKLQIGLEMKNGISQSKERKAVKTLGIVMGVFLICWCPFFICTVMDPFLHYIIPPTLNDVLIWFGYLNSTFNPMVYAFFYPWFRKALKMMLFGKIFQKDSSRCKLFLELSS
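Benchmarks: low control DMSO, high control PEA (EC100); System: CHO RD-HGA16 cells carrying human TAAR1 plus Gα16; Detection: Fluo-8 fluorescence, 5 s baseline then 140 s kinetic read; Schedule: 17-24 h plating, Fluo-8 75 min 37 °C, 30 min RT; Read-out basis: % activation from peak over basal fluorescence ratio, DMSO-to-PEA scaled.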
* marks the source's active call; other numbers are inactive results; . = not tested or not shown.

SMILES | CHRM1 PAM | M5 ag | M4 ag | CHRM4 antagonist | M5 PAM | M1 antag | M1 ag | CHRM5 antagonist | TAAR1 agonist
CCNC(=O)COC(=O)c1[nH]c(C)c(C(=O)OC)c1C | 12 | 5 | 0 | 0 | 6 | -12 | -5 | 0 | -1
Cc1ccc2[nH]c(C)c(CCNC(=O)NC3CCCCC3)c2c1 | 1 | -2 | 8 | 4 | 1 | 4 | -5 | 4 | 3
CCCOc1cccc(-c2nn(-c3ccccc3)cc2/C=C(\C#N)C(=O)NCCCn2ccnc2)c1 | 0 | -2 | 1 | 12 | -2 | 7 | -8 | -1 | 6
CC1=NN(c2ccccc2)C(=O)C1C(=O)C(=O)Nc1ccc(F)cc1 (centres undefined) | 10 | 3 | 2 | -3 | 11 | 3 | -1 | 1 | 7
O=C(NCc1ccccc1)C(=O)NCC(c1ccco1)N1CCOCC1 (centres undefined) | 8 | 0 | 1 | -8 | 0 | -11 | -3 | 4 | .
O=C(CCN1CCN(c2ccccc2)CC1)N/N=C/c1ccccc1OC(F)F | 9 | 0 | 1 | -12 | 8 | 2 | -13 | -11 | 0
Cc1ccc(-n2ncc3c2CCCC3NC(=O)c2csnn2)cc1C (centres undefined) | -3 | -4 | 6 | -3 | -5 | -1 | -3 | 8 | -2
COc1ccc(OCC(=O)Nc2nonc2NC(=O)COc2ccc(OC)cc2)cc1 | 0 | 3 | 14 | 1 | -14 | -4 | -2 | 7 | 11
C[N+]1(CCOc2ccc([N+](=O)[O-])cc2)CCOCC1 | -1 | -2 | 0 | 3 | -2 | 9 | -6 | 4 | 22
O=C(c1ccc(N2CCCC2=O)cc1)N1CCOCC1 | 6 | -3 | 2 | -8 | -2 | -6 | -2 | -8 | 3

A few values from the results shown:
O=C(NCc1ccccc1)C(=O)NCC(c1ccco1)N1CCOCC1 (centres undefined) in M5 PAM is listed with 0
Cc1ccc2[nH]c(C)c(CCNC(=O)NC3CCCCC3)c2c1 in CHRM5 antagonist is listed with 4

(list continues)
SMILES | CHRM1 PAM | M5 ag | M4 ag | CHRM4 antagonist | M5 PAM | M1 antag | M1 ag | CHRM5 antagonist | TAAR1 agonist
CC(=O)Nc1ccc(/C=C/c2nc(-c3ccccc3O)n[nH]2)cc1 | 2 | 7 | 16 | 3 | -9 | 10 | -2 | 4 | 21
COc1cc2c(cc1NS(=O)(=O)N1CCCC1)oc1ccccc12 | 2 | 3 | 3 | -12 | 7 | -7 | -5 | -5 | 8
COc1ccc(CC(=O)NC(C)C2COc3ccccc3O2)cc1OC (centres undefined) | 10 | -2 | 2 | 4 | -1 | -11 | 1 | 0 | 2
COc1ccc(C2=C/C(=C\c3cccc(OC(C)=O)c3)C(=O)O2)cc1 | 10 | 0 | 2 | 4 | 3 | -3 | -6 | 4 | 4
NC(=S)N=Nc1c(O)[nH]c2ccc(F)cc12 | 8 | 0 | 1 | 1 | 0 | -16 | 1 | -9 | 4
Cc1ccc(C(O)(C(=O)NN(C(=O)c2ccccc2)c2ccccc2)c2ccc(C)cc2)cc1 | 6 | -3 | 5 | -15 | -7 | -13 | -4 | 2 | 5
O=[N+]([O-])c1ccc(CN2CCOCCOCCOCC2)cc1 | 1 | 1 | 0 | 1 | -4 | 2 | -8 | -6 | 4
C=CCNC(=S)Nc1ccc(OC(F)F)c(Cl)c1 | -12 | 3 | 19 | 15 | -14 | 10 | -3 | 29* | 7
Cn1c(Cn2c(=O)sc3ccccc32)nnc1SCC(=O)N1CCOCC1 | 8 | 0 | 0 | 0 | 3 | -6 | -3 | -7 | 2
CN1c2ccccc2C(C)(C)[C@]12C=Cc1cc(O)ccc1O2 | 0 | 2 | 3 | 19 | -9 | 15 | 1 | 23 | 2

Single records (already shown):
CN1c2ccccc2C(C)(C)[C@]12C=Cc1cc(O)ccc1O2 in the list: CHRM1 PAM: 0; M5 ag: 2; M4 ag: 3; CHRM4 antagonist: 19; M5 PAM: -9; M1 antag: 15; M1 ag: 1; CHRM5 antagonist: 23; TAAR1 agonist: 2
COc1cc2c(cc1NS(=O)(=O)N1CCCC1)oc1ccccc12 in the list: CHRM1 PAM: 2; M5 ag: 3; M4 ag: 3; CHRM4 antagonist: -12; M5 PAM: 7; M1 antag: -7; M1 ag: -5; CHRM5 antagonist: -5; TAAR1 agonist: 8

Continued.
SMILES | CHRM1 PAM | M5 ag | M4 ag | CHRM4 antagonist | M5 PAM | M1 antag | M1 ag | CHRM5 antagonist | TAAR1 agonist
COc1ccc2nc(C)cc(SCC(=O)N/N=C/c3ccc(O)c(O)c3)c2c1 | 5 | -2 | 2 | -7 | 1 | -11 | -6 | 2 | 4
O=C(CSc1nc2c(c(C(F)(F)F)n1)CCc1ccccc1-2)NCc1ccc(F)cc1 | -3 | 3 | 1 | 1 | 3 | 5 | -7 | -1 | -3
Nc1nc(=S)c2[nH]c(=S)[nH]c2[nH]1 | 8 | -3 | 1 | -8 | 4 | -16 | -2 | 21 | 4
O=C1N(C2CCCC2)C[C@@H]2C[C@@H](c3cn[nH]c3-c3ccc(Cl)cc3)N3CCC[C@@]123 | 5 | 10 | 3 | -5 | -3 | -1 | 6 | 8 | 37
CN(C)c1ccc(NC(=O)CC(NCc2ccccn2)C(=O)O)cc1 (centres undefined) | 2 | 0 | 1 | -2 | 2 | 0 | -6 | 4 | 1
COc1ccc2nc(Nc3nc(C)c(C(C)=O)s3)sc2c1 | 3 | -8 | 1 | 1 | -12 | -7 | -3 | -3 | -2
O=C1C(Cl)=C(N2CCOCC2)C(=O)N1c1ccccc1F | 12 | 2 | 0 | -9 | 4 | -20 | -1 | 6 | -1
c1ccc(NCc2nc(-c3ccccc3)no2)cc1 | 3 | -9 | 0 | -3 | -2 | -10 | -6 | -5 | -2
CC(C)Oc1cccc(C(=O)C2CCCN(S(=O)(=O)C(C)C)C2)c1 (centres undefined) | 0 | 1 | 3 | -14 | 2 | 12 | -3 | -4 | 2
O=c1[nH][nH]c2c1C(c1ccc(F)cc1)OC(CCc1ccccc1)C2 (centres undefined) | . | 2 | 2 | -5 | 1 | . | . | -2 | 2
CC(CC(=O)Nc1ccc(Cl)c([N+](=O)[O-])c1)c1ccccc1 (centres undefined) | -16 | -6 | 10 | -7 | -27 | 11 | -1 | 6 | 4
COc1ccc(Br)cc1/C=C/C(=O)Nc1ccc(C)cc1 | -1 | -6 | -2 | -10 | -7 | 4 | -9 | -6 | -2
CCOc1ccc2c(c1)c1nnc(SCC(=O)NC3CC3)nc1n2C | -3 | -1 | 0 | 3 | -1 | 2 | -8 | 0 | -2
COc1ccccc1CNC(=O)COC(=O)COc1ccccc1F | 15 | -3 | 1 | 0 | -5 | -2 | 0 | 9 | 0
CCOc1ccc(/C=N/OCC(=O)NC(c2ccccc2)c2ccccc2)cc1 | -1 | 5 | 1 | 1 | -3 | 4 | 2 | 4 | 28
O=C(CSc1ncnc2sc3c(c12)CCCC3)NC1CCS(=O)(=O)C1 (centres undefined) | 9 | -2 | 1 | 8 | 4 | -10 | -6 | 4 | 1
CCCNC(=O)C(Cc1ccccc1)NC(=O)c1ccccc1 (centres undefined) | 8 | 1 | 2 | -2 | -11 | -7 | -3 | 7 | 3
COCC(=O)Nc1cc(C)cn(Cc2ccccc2Cl)c1=O | 3 | -3 | -1 | 9 | -3 | -7 | -8 | 11 | -1
CCOC(=O)c1sc(NS(=O)(=O)c2ccccc2Cl)nc1C | 11 | -2 | -1 | -5 | 2 | -13 | -7 | -2 | 3
CC(=O)Nc1cc(-c2ccc(C(=O)N3CCOCC3)cc2)cn2c(-c3cccc(C(F)(F)F)c3)cnc12 | 5 | 1 | 1 | -1 | 0 | -11 | 1 | 0 | -1

Exported as labelled records: part of the list above
compound: COCC(=O)Nc1cc(C)cn(Cc2ccccc2Cl)c1=O
  CHRM1 PAM: 3
  M5 ag: -3
  M4 ag: -1
  CHRM4 antagonist: 9
  M5 PAM: -3
  M1 antag: -7
  M1 ag: -8
  CHRM5 antagonist: 11
  TAAR1 agonist: -1

compound: CCOC(=O)c1sc(NS(=O)(=O)c2ccccc2Cl)nc1C
  CHRM1 PAM: 11
  M5 ag: -2
  M4 ag: -1
  CHRM4 antagonist: -5
  M5 PAM: 2
  M1 antag: -13
  M1 ag: -7
  CHRM5 antagonist: -2
  TAAR1 agonist: 3

The listing continues.
SMILES | CHRM1 PAM | M5 ag | M4 ag | CHRM4 antagonist | M5 PAM | M1 antag | M1 ag | CHRM5 antagonist | TAAR1 agonist
COc1cc(C)nc(Nc2nc(C)c(C(C)=O)s2)n1 | 8 | -11 | 1 | -9 | 11 | -10 | -5 | -7 | 0
COC(=O)c1ccccc1NC(=S)N1CCC(N2CCCCC2)CC1 | 10 | 2 | 0 | -16 | 9 | -4 | -3 | -10 | 2
NC(=O)CSc1nnc2n(-c3ccccc3)c(=O)c3c4c(sc3n12)CCCCC4 | 6 | -4 | 0 | 4 | 9 | -11 | -1 | -3 | 19
CCCCOC(=O)c1ccc(NC(=O)c2ocnc2C)cc1 | -3 | 8 | 2 | 5 | -4 | 0 | 0 | 0 | .
Cc1ccccc1S(=O)(=O)N(C)C[C@@H]1OCc2cn(nn2)CCCC(=O)N([C@H](C)CO)C[C@H]1C | -5 | 0 | 0 | -9 | -3 | 5 | -3 | 6 | 2
Cc1cc(Nc2ncc(Cl)cc2Cl)n(-c2ccccn2)n1 | 5 | 2 | 1 | 1 | 6 | -25 | -2 | 0 | 11
Cc1ccc(NC(=O)CCNS(=O)(=O)c2ccc(Br)s2)cc1 | 11 | -4 | 3 | -19 | -4 | 1 | 1 | 16 | 1
COc1ccc(C(NC(=O)C(C)(C)C)NC(=O)C(C)(C)C)cc1 | 2 | -6 | 0 | 4 | 2 | -3 | -3 | 0 | 17
Brc1c(CSc2nc3ccccc3o2)nc2ncccn12 | 0 | -8 | 1 | 1 | 2 | -4 | -3 | 0 | 6
O=C(CSc1nnc(-c2csc3c2CCCC3)o1)Nc1ccccc1 | 5 | -2 | -1 | 5 | -5 | -1 | -6 | 3 | -1
O=C(CCC(=O)N(CC(=O)NC1CCCC1)Cc1ccccc1)Nc1nccs1 | -2 | -1 | 0 | -9 | -5 | -18 | -2 | 4 | 10
CC(CNC(=O)c1cccs1)c1ccc([N+](=O)[O-])cc1 (centres undefined) | 5 | -1 | 0 | -7 | 0 | 0 | -1 | 8 | 7

Screening results as filed in PubChem BioAssay.

A portion of the library, so the mix of outcomes need not match the whole.
